# Growth percent in the NCI-60 one-dose screen (48 h, 10 µM unless noted): 100 = growth as untreated, 0 = no growth, -100 = all killed.
# 786-0 – 786-0 renal cancer cells; 5.1% of 81,000 active; AID 1794775
# CAKI-1 – CAKI-1 renal cancer. 4.7% of 75,000 active. AID 1794772
# ACHN – ACHN renal cancer | AID 1794771 | 4.9% of 81,000 active
# A498 – A498 renal cancer cells; 5.4% of 76,000 active
# SN12C – SN12C renal cancer cells. 3.8% of 81,000 active. AID 1794767
# UO-31 – UO-31 renal cancer; 5.2% of 81,000 active; AID 1794768
# RXF 393 – RXF 393 renal cancer cells; 6.9% of 77,000 active; AID 1794773
# TK-10 – TK-10 renal cancer cells. 3.9% of 81,000 active
# Numbers without * were called inactive; · = not tested or not shown. The calls were made as follows: active = growth percent below 10; inactive = the rest.
# The opening 2 records, to show the layout:
[1] CC1(c2cc(NC(=O)Cc3ccc(F)c(Cl)c3)n(CC3CCCCC3)n2)CC1
[2] CCCCCCCCCCN=C(N)N=C(N)N
Screen / compound no.,1,2
RXF 393,·,·
TK-10,101,41
UO-31,82,43
CAKI-1,96,43
786-0,97,26
SN12C,99,9.2*
A498,94,55
ACHN,108,40

# The whole of this part, from the first entry:
[1] CC1(c2cc(NC(=O)Cc3ccc(F)c(Cl)c3)n(CC3CCCCC3)n2)CC1
[2] CCCCCCCCCCN=C(N)N=C(N)N
[3] OC(c1cccc(-n2ccc(C(F)(F)F)n2)c1)c1cnccc1NC1CCCCCC1 (configuration not stated)
[4] COc1ccc([C@H](C)Nc2nc(Cl)nc3ccccc23)cc1
[5] CCOC(=O)Nc1cc2c(c(N)n1)N=C(c1ccccc1)CO2
[6] COc1ccc(Nc2cc(C)c(C#N)c3nc4ccccc4n23)cc1
Screen / compound no.,1,2,3,4,5,6
RXF 393,·,·,14,78,27,105
TK-10,101,41,87,67,53,138
UO-31,82,43,41,47,21,88
CAKI-1,96,43,66,56,24,100
786-0,97,26,29,85,39,105
SN12C,99,9.2*,48,48,29,98
A498,94,55,60,108,52,98
ACHN,108,40,-32*,54,50,106

[7] N=C(N)CCCCCCCCC(=N)N
[8] c1ccc2c(c1)CCCC2c1cc2ccccc2s1 (configuration not stated)
[9] CCCN1C(=C(C#N)C#N)Sc2c1nc(C)[nH]c2=O
[10] CCSc1nc(O)cc(=O)[nH]1
[11] COc1ccc(/C=C2\CCC3=C2Nc2nc(SC)[nH]c(=O)c2C3c2ccc(OC)cc2)cc1 (configuration not stated)
[12] COc1cc2c(cc1O)C(CSC)Cc1cc3c(cc1N(C)CC2)OCO3 (configuration not stated)
Screen / compound no.,7,8,9,10,11,12
RXF 393,98,101,·,100,115,81
TK-10,65,103,125,106,112,104
UO-31,73,63,50,125,77,86
CAKI-1,29,84,95,106,93,113
786-0,88,108,109,102,100,98
SN12C,77,·,99,105,93,100
A498,61,99,105,113,80,98
ACHN,69,96,87,103,89,97

[13] CCc1nnc2c3cc4ccccc4n3cnn12
[14] COc1ccc(C(=O)c2cc(C)c(OC)c(C)c2)c(OC)c1N(C(=O)CCl)C(=O)CCl
[15] COc1cc(C2CC(=O)NC3=NC(=O)N(c4ccccc4)C32)cc(OC)c1OC (configuration not stated)
[16] N#Cc1c(-c2ccc(Cl)cc2)nc(SC(=O)c2ccccc2)[nH]c1=O
[17] CCSC(c1ccccc1)(c1ccccc1)c1ccccc1
[18] N#Cc1c(NCc2ccccc2F)sc2c1CCCC2
Screen / compound no.,13,14,15,16,17,18
RXF 393,·,24,·,128,109,94
TK-10,109,53,93,118,98,102
UO-31,78,39,101,82,88,87
CAKI-1,92,42,97,95,·,87
786-0,107,13,103,105,89,101
SN12C,100,31,105,107,102,107
A498,101,·,·,104,102,·
ACHN,104,18,104,103,·,105

[19] COc1cccc(CNc2ccnc3[nH]c4ccc(C#N)cc4c23)c1
[20] COc1cc(C#N)ccc1O
[21] CCOc1ncc([N+](=O)[O-])c(OCC)n1
[22] O=C(O)c1cc(O)ccc1O
[23] CN1CCN(C(=S)SCC(=O)Nc2nc3ccccc3s2)CC1
[24] CCOC(=O)C(Br)C(Br)c1cccc([N+](=O)[O-])c1 (configuration not stated)
Screen / compound no.,19,20,21,22,23,24
RXF 393,97,94,122,111,114,60
TK-10,101,96,115,111,113,105
UO-31,81,92,106,90,62,73
CAKI-1,98,100,116,107,81,82
786-0,105,103,108,100,115,101
SN12C,93,104,92,97,100,93
A498,107,96,111,101,126,81
ACHN,83,95,106,113,97,58

[25] O=c1[nH]nc(-c2ccc(Cl)cc2)cc1Cc1ccccc1
[26] CCOC(=O)C1C(C)=CC(=O)CC1C (configuration not stated)
[27] Cc1ccccc1N=C(N)N
[28] Clc1cc(Cl)c2c(c1)CN(Cc1ccccc1)CO2
[29] COc1ccc2sc3c(NCCCN(C)C)nc4ccccc4c3c(=O)c2c1
[30] Cc1ccccc1/C=C1\CN(C(=O)OC(C)(C)C)C/C(=C\c2ccccc2C)C1=O
[31] CC(=O)ON1CCCC(P(=O)(NCc2ccc(F)cc2)OCc2ccc([N+](=O)[O-])o2)C1=O (configuration not stated)
[32] COc1ccc(NC(=S)Nc2nc3c(=O)[nH]nc(-c4ccc(OC)cc4)c3s2)cc1
Screen / compound no.,25,26,27,28,29,30,31,32
RXF 393,3.3*,88,107,102,44,61,113,114
TK-10,109,92,93,108,78,30,108,81
UO-31,62,80,93,69,48,32,98,102
CAKI-1,·,88,96,103,63,29,99,·
786-0,97,100,100,98,69,26,107,90
SN12C,103,93,109,96,72,-6.9*,102,105
A498,110,77,96,95,17,85,106,99
ACHN,93,101,104,98,70,-22*,105,107

# Profiles, quoted from the list. Screens in order: RXF 393, TK-10, UO-31, CAKI-1, 786-0, SN12C, A498, ACHN
# COc1ccc(NC(=S)Nc2nc3c(=O)[nH]nc(-c4ccc(OC)cc4)c3s2)cc1 across the screens: 114, 81, 102, ·, 90, 105, 99, 107
# Cc1ccccc1N=C(N)N across the screens: 107, 93, 93, 96, 100, 109, 96, 104
# O=c1[nH]nc(-c2ccc(Cl)cc2)cc1Cc1ccccc1 across the screens: 3.3*, 109, 62, ·, 97, 103, 110, 93

# Structures above containing an aryl thioether with sulfur outside any ring, in the order listed:
[10] CCSc1nc(O)cc(=O)[nH]1
[11] COc1ccc(/C=C2\CCC3=C2Nc2nc(SC)[nH]c(=O)c2C3c2ccc(OC)cc2)cc1 (configuration not stated)
Screen / compound no.,10,11
RXF 393,100,115
TK-10,106,112
UO-31,125,77
CAKI-1,106,93
786-0,102,100
SN12C,105,93
A498,113,80
ACHN,103,89
